# Assay outcomes from PubChem BioAssay.
# AT treatment – potential ataxia-telangiectasia treatments restoring KAP-1 phosphorylation; […] A-T fibroblasts, KAP-1 phosphorylation AlphaLISA; neocarzinostatin DNA damage 30 min before lysis; Potency, µM (top dose mostly 57.5 µM), inactives show at the top dose activation, hits mostly activators; hit rate 0.19% among 320,000; note: potency is the fitted concentration of half-maximal effect; % of control where 0% means no effect; nearly all actives have a fitted effect of over 45% in size
#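 hTERT-immortalized A-T patient fibroblasts ([…]), 500 cells/well in OPTI-MEM, 1% FBS, got compounds for 60 min, then NCS for 30 min at 37C. Lysates were then assayed for phospho-KAP-1 by AlphaLISA (anti-pKAP1 donor, anti-KAP1 acceptor beads), 6 hr at 25C.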
# USP2a inh – USP2a (human) protease inhibition. AID 463254. USP2 core, Ub-CHOP2 coupled fluorogenic reporter, 485/531. Potency, µM (highest dose often 38.3 µM), without a hit: at the highest dose activity change, negative = inhibition, most hits filed as inhibitors. O75604. hit rate 0.01% among 330,000;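 note: potency is the fitted concentration of half-maximal effect; plate controls were DMSO wells for no effect and full inhibition by NEM control for full effect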
#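 Deubiquitinase activity read as fluorescence (485/531 nm) after Ub-CHOP2 cleavage activates the enterokinase reporter on its substrate; USP2 core 10nM, Ub-CHOP2 and substrate 25nM each, 30min compound preincubation then 60min RT; data normalized to NEM, curves fitted.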
# KCNH2 WT inh – KCNH2 (human, wildtype) channel inhibition. Q12809. AID 720551. activity change, % at 1.84 µM. hit rate 0.37% among 340,000. U2OS, BacMam KCNH2, thallium flux FluxOr; active compounds read low;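 active = maximum activity change below -70%; inconclusive = maximum activity change between -70% and -50%; inactive = maximum activity change above -50%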; note: % is set by controls: 0 for no effect and ±100 for the full control effect
# Target sequence (Q12809 whole entry, looked up): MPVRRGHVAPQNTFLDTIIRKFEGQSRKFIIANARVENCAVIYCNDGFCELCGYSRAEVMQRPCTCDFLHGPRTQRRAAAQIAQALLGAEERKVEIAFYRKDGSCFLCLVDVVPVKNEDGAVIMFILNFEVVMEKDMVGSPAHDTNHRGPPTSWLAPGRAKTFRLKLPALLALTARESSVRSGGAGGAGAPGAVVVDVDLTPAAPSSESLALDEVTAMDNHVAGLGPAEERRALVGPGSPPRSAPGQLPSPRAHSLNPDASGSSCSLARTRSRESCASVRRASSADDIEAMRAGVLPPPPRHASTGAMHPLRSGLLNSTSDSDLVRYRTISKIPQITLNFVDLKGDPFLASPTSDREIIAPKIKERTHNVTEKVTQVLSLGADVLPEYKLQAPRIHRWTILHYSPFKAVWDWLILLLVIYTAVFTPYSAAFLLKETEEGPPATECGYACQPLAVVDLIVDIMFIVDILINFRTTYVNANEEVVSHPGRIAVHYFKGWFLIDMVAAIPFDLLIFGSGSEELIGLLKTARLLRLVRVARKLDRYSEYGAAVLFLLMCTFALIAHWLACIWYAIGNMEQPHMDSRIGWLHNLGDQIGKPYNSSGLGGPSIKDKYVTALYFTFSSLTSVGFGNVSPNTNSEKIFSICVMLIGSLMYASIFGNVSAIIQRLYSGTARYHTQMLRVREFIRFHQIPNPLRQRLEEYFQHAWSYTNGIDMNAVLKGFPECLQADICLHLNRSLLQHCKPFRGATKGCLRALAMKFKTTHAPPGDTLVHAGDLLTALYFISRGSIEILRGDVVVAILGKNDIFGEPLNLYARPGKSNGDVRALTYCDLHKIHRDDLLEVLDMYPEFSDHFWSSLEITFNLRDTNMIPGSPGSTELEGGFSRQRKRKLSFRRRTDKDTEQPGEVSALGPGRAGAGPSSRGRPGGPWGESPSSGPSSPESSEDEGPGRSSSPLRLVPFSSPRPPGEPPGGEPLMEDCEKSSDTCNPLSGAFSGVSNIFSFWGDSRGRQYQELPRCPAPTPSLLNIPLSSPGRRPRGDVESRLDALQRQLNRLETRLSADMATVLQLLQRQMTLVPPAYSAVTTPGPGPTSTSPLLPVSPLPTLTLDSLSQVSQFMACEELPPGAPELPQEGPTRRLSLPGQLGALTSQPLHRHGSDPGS
#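 U2OS cells were transduced with wild-type KCNH2 virus (2.03 x 10^8 / mL) for 4 h at room temperature, then cultured overnight at 37 C. Thallium flux was read with FluxOr dye. Rate constants were normalized to DMSO controls.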
# TRPV1 ag – agonists of human vanilloid receptor 1 (TRPV1) | Q8NER1 | TRPV1-expressing cells, Fluo-8 calcium influx, agonist mode | activation, % at 8.33 µM | hit rate 0.19% among 320,000; in the data active = activation above about 80%; inconclusive = between about 30% and that limit; note: 0% is about no effect
#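 Fluo-8 calcium influx in TRPV1-expressing cells, kinetic read (ex 480/em 520 nm). Compound added and read 3 min for agonist activity, followed by capsaicin at EC20 final and 2 min further read for enhancement.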
# KCNH2 3.1 inh – KCNH2 3.1 (human) potassium channel inhibition. hit rate 0.95% among 340,000. activity change, % (tested at about 1.8 µM). U2OS KCNH2 3.1, thallium flux FluxOr; active compounds read low;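 active = maximum activity change below -70%; inconclusive = maximum activity change from -70% to -50%; inactive = maximum activity change above -50%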;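 note: thallium influx rate constant from kinetic fluorescence after stimulation buffer; % is set by controls: 0 for no effect and ±100 for the full control effect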
#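 FluxOr-based Tl+ influx in U2OS cells transduced with KCNH2 3.1 virus; rate constants normalized to DMSO controls.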
# TCR act – activators of T cell receptors. primary human leukocytes, anti-CD3, IL-2 HTRF, 48 h. 330,000 tested, under 10 active. Potency, µM (top dose mostly 9.22 µM), for inactives: top-dose activation of IL-2 secretion, most hits filed as activators. AID 504894; note: % of control where 0% means no effect
#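 Primary human leukocytes receive a-CD3 beads and test compound and are incubated 48 hr. Secreted IL-2 is then assayed by HTRF, measuring 665nm acceptor emission after 320nm excitation of the europium donor.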
# TSHR antagonist – blocks TSH signaling through the human TSH receptor | P16473 | TSHR-expressing cells, TSH-stimulated cAMP HTRF, 2 h; active compounds read low | activity change, negative = inhibition, % at 11.5 µM | hit rate 0.2% among 330,000;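 active = activity change below a set negative limit, meaning inhibition stronger than a set level, cut at about -70% in these data; inconclusive = activity change between two set negative limits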; note: % is set by controls: 0 for no effect and ±100 for the full control effect
#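 TSHR-expressing cells were treated with compounds, then stimulated with TSH at EC80 (4nM final) for 2 hours at 37 deg C. Cellular cAMP was measured by HTRF competition between lysate cAMP and cAMP-d2 for a cryptate-labelled anti-cAMP antibody.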
# Mito fusion yeast – blocks mitochondrial division or promotes mitochondrial fusion; S. cerevisiae fusion-defective mutant growth rescue, CellTiterGlo 48 h; Potency, µM (highest dose often 46.1 µM), for the others: at the highest dose growth rescue (activation), usual class: activators; hit rate 0.23% among 320,000; AID 485298;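 note: potency is the fitted concentration of half-maximal effect; % of control where 0% means no effect; nearly all actives have a fitted effect of over 45% in size; temperature-sensitive fusion mutants such as fzo1-1 at 37 °C on non-fermentable ethanol glycerol medium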
#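 S. cerevisiae fusion-defective temperature-sensitive mutants (e.g. fzo1-1, mgm1-5) grown 48 h at 37C in YPEG (ethanol/glycerol non-fermentable) medium with 23 nl compound per well; growth rescue read as CellTiterGlo luminescence.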
# ELG1 repair inh – ELG1-dependent DNA repair inhibition; HEK293T ELG1-luciferase reporter, luminescence, 16 h; DNA damage induced by 5-fluorouridine; Potency, µM (doses to about 46.1 µM), for inactives: at the top dose activity change, negative = inhibition, hits mostly inhibitors; hit rate 2.3% among 330,000; AID 504467; note: potency is the fitted concentration of half-maximal effect; % is set by controls: 0 for no effect and ±100 for the full control effect; nearly all actives have a fitted effect of over 55% in size
#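 HEK293T cells expressing luciferase-tagged ELG1 (2,000/well) received 5-Fluorouridine plus compound or DMSO for 16 hr at 37 °C. Luciferase was read by ONE-Glo luminescence after 30 min at room temperature.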
# Eya2 inh – blocks the phosphatase activity of human Eya2; Potency, µM (titrated, usually from 76.9 µM), for the others: top-dose activity, negative = inhibition, actives largely listed as inhibitors; hit rate 0.006% among 330,000; recombinant Eya2, OMFP fluorescence dephosphorylation (OMFP is methylfluorescein phosphate); O00167; note: potency is the fitted concentration of half-maximal effect; % is set by controls: 0 for no effect and ±100 for the full control effect
#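 Eya2 protein (added as 0.2 uM solution) was preincubated with compound for 10 min at ambient temperature in 50 mM HEPES pH 7.5, 50 mM NaCl, 5 uM MgCl2, 0.05% BSA, 1 mM DTT. OMFP (added at 50 uM) then reacted 10 min; fluorescence read at 485/525 nm.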
# An asterisk follows results filed as active; ? = inconclusive; . = no result given; & = joins results of further samples; [ ] = dose if it differs, or a comment. Unless noted, calls come from the whole dose curve; as a rule, active = well fitted curve in the direction sought with a large enough effect; inconclusive = small, poorly fitted or top-dose-only effect, or another doubt; inactive = no such curve, though single readings can be large; an effect the other way counts as inactive or inconclusive. Only part of the results is shown. The share of hits here may be higher or lower than overall.
SMILES	AT treatment	USP2a inh	KCNH2 WT inh	TRPV1 ag	KCNH2 3.1 inh	TCR act	TSHR antagonist	Mito fusion yeast	ELG1 repair inh	Eya2 inh
Cc1ccnc(-n2c(-c3ccco3)nc3ccccc3c2=O)c1	-5%	4%	-13	8	0	-3%	7	2%	13%	13%
Cc1ccc2c(c1)N(CCC(=O)N1CCC3(CC1)OCCO3)C(=O)C(C)O2 (centres undefined)	-10%	0%	-3	.	-13	5%	9	3%	-3%	-15%
COC(=O)C(Cc1ccc(N(CCCl)CCCl)cc1)N=Cc1ccccc1O (centres undefined)	-3%	-5%	-4	6	-7	-3%	28	-2%	18µM*	-7%
COC(=O)C1=C(c2ccc(S(C)(=O)=O)cc2)C[C@@H]2CC[C@H]1N2C	-1%	1%	16	4	17	4%	6	-5%	18%	2%
Nc1cc(C(=O)Nc2ccc(Cl)cc2)ccc1N1CC2CC(C1)c1cccc(=O)n1C2 (centres undefined)	-12%	5%	21	0	-33	12%	3	1%	?	-6%
CC(=O)OC[C@]12CCC(C)=C[C@H]1O[C@@H]1[C@H](O)[C@@H](OC(C)=O)[C@@]2(C)[C@]12CO2	19%	-1%	5	-1	-1	6%	2	-123%[inhibitor]	0.018µM*	-9%
O=C(CNC1CCCCC1)N1CCC2(CC1)OCCO2	.	1%	-8	5	2	-1%	2	0%	-4%	18%
COc1ccc(-n2c(/C=C3/C(=O)Nc4ccccc43)nc3ccccc3c2=O)cc1	-2%	-1%	1	0	7	7%	-14	5%	-29%	9%
CCC(C)C(=O)N[C@@H](c1ccccc1)[C@@H](O)C(=O)O[C@H]1C[C@@]2(O)[C@@H](OC(=O)c3ccccc3)C3[C@](C)(C(=O)[C@H](OC(C)=O)C(=C1C)C2(C)C)[C@@H](O)C[C@H]1OC[C@@]31OC(C)=O (some centres undefined)	-18%	0%	-8	-4	-14	-9%	0	2%	-17%	9%
O=C1NC(=S)N(C2CC2)C(=O)/C1=C/c1ccc2c(c1)CCN2CCCCl	3%	1%	1	-2	-3	4%[46.1 µM]	7	-2%	28%	1%
COC(=O)C1=C(c2cccc(OCc3ccccc3)c2)C[C@@H]2CC[C@H]1N2C(=O)NCc1cccc(C(F)(F)F)c1	0%	5%	0	2	-17	-7%	-13	5%	?	-1%
COc1cc2c(cc1OC)C(C(=O)NCCC(C)C)C1CCCCN1C2=O (centres undefined)	8%	1%	-2	-2	12	-4%[46.1 µM]	3	3%	7%	-6%
Cc1cc(Cl)ccc1OCC(=O)N1CCN(C)CC1	5%	3%	-5	7	-2	-63%	1	-6%	15%	9%
COc1cccc(-c2nn(CCC#N)cc2C(=O)Nc2ccccc2Cl)c1	-3%	-1%	-8	10	-10	-4%	3	9%	?	6%
COc1ccc(CN2C(=O)NC(=O)/C(=C/c3ccc([N+](=O)[O-])o3)C2=O)cc1	-9%	0%	.	1	.	.	9	-9%	?	?
CC(C)OC(=O)C1C(=O)NC2(C)CC1c1ccccc1O2 (centres undefined)	2%	1%	1	-2	9	0%	20	-2%	-7%	33%
N#CCCn1cc(C=C2C(=O)NC(=O)NC2=O)c(-c2ccccc2)n1	-1%	0%	2	-2	3	7%	4	-5%	2%	-19%
N#Cc1c(/N=C/c2c(O)n(Cc3ccco3)c(=O)[nH]c2=O)sc2c1CCCC2	-14%	3%	7	.	4	7%	20	1%	17%	11%
CN1C[C@H](C(=O)N[C@]2(C)O[C@@]3(O)[C@@H]4CCCN4C(=O)[C@H](Cc4ccccc4)N3C2=O)CC2c3cccc4[nH]cc(c34)C[C@H]21 (some centres undefined)	?	0%&2%	3&17	-3&1	-1&6	-8%&-5%	9&1	11%&-2%	-7%&-2%	8%&-11%
O=[N+]([O-])c1ccccc1CNCCc1c[nH]c2ccccc12	2%	1%	9	8	-22	1%	-2	3%	9%	0%
COC(=O)C1=C(c2ccc(-c3ccccc3)c(F)c2)C[C@@H]2CC[C@H]1N2C(=O)NCc1ccc(F)cc1	9%	-5%	-17	12	-23	-3%	-85*	?	-27%	6%
O=C(Oc1ccc(Cl)cc1)N1CCOCC1	2%	0%	-13	-4	-13	.	0	0%	?	3%
O=C(C1CCC(=O)N1Cc1ccccc1Cl)N1CCC2(CC1)OCCO2 (centres undefined)	-1%	0%	4	-2	10	2%	10	1%	1%	-17%
Cc1nc(N2CCN(Cc3ccccc3)CC2)nc2c1C(=O)CC(C)C2 (centres undefined)	-1%	-1%	13	4	-11	3%	-13	-3%	?	5%
COc1cc(N2CCOCC2)ccc1/C=C1\C(=O)NC(=O)N(Cc2ccc3c(c2)OCO3)C1=O	-9%	4%	-25	-6	0	.	17	-3%	-12%	-5%
Cc1nnc2n1-c1ccc(Br)cc1C(c1ccccc1Cl)=NC2	-7%	-1%	-2	9	-8	-5%	-1	3%	?	6%
O=C(c1ccccc1)c1ccc(N=Nc2c(O)[nH]c(=O)[nH]c2=O)cc1	-2%	0%	.	6	-12	6%	7	-3%	18%	0%
CC/C(=N\Nc1ccccc1)c1c(O)[nH]c(=O)[nH]c1=O	10%	-2%	0	.	-20	-5%	1	-10%	4.1µM*	18%
CN(C)CCN(CC1CCCN(Cc2ccccc2F)C1)C(=O)Cc1c(F)cccc1F (centres undefined)	0%	0%	-2	3	-20	8%	-13	-6%	-3%	9%
O=P(O)(O)C#Cc1ccccc1	-3%	0%	.	1	.	.	9	1%	0%	1%
c1cncc(CNCCc2ccc3c(c2)OCO3)c1	-6%	-1%	1	-3	6	-1%	-5	2%	6%	-9%
CCOC(=O)c1ccc(N=C(C)c2c(O)[nH]c(=O)[nH]c2=O)cc1	-10%	0%	4	1	0	4%	6	1%	?	0%
CCOc1cc2c(cc1OCC)-n1cccc1C(c1ccc(OC)cc1)NC2 (centres undefined)	-10%	-14%	1	3	-13	-6%	30	-37%[inhibitor]	?	17%
CC(C)(C)NCC(O)c1cc(Cl)c(N)c(Cl)c1 (centres undefined)	-4%	-1%	-6	3	-3	0%	10	-3%	19%	2%
COc1cc(/C=C/c2nc3ccccc3c(=O)n2-c2cccc(O)c2)ccc1O	17%	8%	-8	3	-5	-20%	47	-17%	?	-14%
COc1ccc(CCn2c(O)c(C=NCCCN(C)C)c(=O)[nH]c2=O)cc1OC	3%	-8%	-3	2	7	-1%	-3	-1%	13%	0%
O=c1c(C=NCCN2CCNCC2)c(O)n(C2CCCCC2)c(=O)n1C1CCCCC1	-9%	0%	7	8	6	.	4	-21%	10%	-11%
COC(=O)C1=C(c2ccc(OC)c(OC)c2)C[C@@H]2CC[C@H]1N2C(=O)NCc1ccc(F)cc1	6%	0%	6	?	-5	4%	7	-3%	5%	7%
CCS(=O)(=O)N1CCC(C(=O)N2CCC3(CC2)OCCO3)CC1	-9%	-1%	2	2	3	.	3	-2%	-6%	4%
O=C(c1cc(Br)ccc1Cl)N1CCC2(CC1)OCCO2	-3%	0%	3	4	-7	-36%	5	-1%	10%	-19%
COc1ccc(Cc2nccc3cc(OC)c(OC)cc23)cc1OC	25%	2%	8	2	-21	4%	-28&-6	4%&9%	-12%	0%&-4%
c1cncc(CNC2CCCC2)c1	14%[11.5 µM]	0%	.	-5	13	0%	5	15%	11%	1%
COP(=O)(OC)C1(Nc2ccc(C)cc2)CCCCC1	.	-2%	-3	3	7	-18%	4	3%	9%	4%
O=c1[nH]c(=S)n(Cc2ccc(F)cc2)c(O)c1/C=N/N1CCCCCC1	0%	0%	25	3	3	10%[46.1 µM]	-11	-2%	-13%	-4%
CCCC12CN3CCN(CC(C3)/C1=N\NC(=O)c1ccncc1)C2	8%	4%	-11	3	-16	8%	-7	-1%	-3%	-4%
CN1CCN(c2ccc([N+](=O)[O-])c(N/N=C3\CN4CCC3CC4)c2)CC1	-4%	1%	-1	-2	8	0%	4	0%	-2%	0%
C[C@]12CC[C@H](OC(=O)CCC(=O)O)CC1=CCC1C2CC[C@@]2(C)C1CC[C@@H]2OC(=O)CCC(=O)O (some centres undefined)	11%	2%	-6	.	20	7%	-25	.	12%	-11%
Nc1ccc(C2(c3ccc(N)cc3)CCCCC2)cc1	7%	0%	-11	-4	-12	1%	-6	27%	-3%	11%
Cc1c2ccncc2c(C)c2c1[nH]c1ccccc12	23%	2%	9	15	28	6%	-10&12	?	?	-6%&-8%
N=C1c2ccccc2CN1NC(=O)c1ccccc1	8%	4%	8	-15	10	-10%[46.1 µM]	20	3%	?	3%
